HT1080 IDH1KD tx – qHTS for induction of synthetic lethality in tumor cells producing 2HG: qHTS for the HT-1080-IDH1KD cell line. HT-1080 IDH1 knockdown viability, ATP luminescence, 48 h. Potency, µM (titrated, usually from 46.1 µM), for the others: at the highest dose activity, negative = toxicity, usual class: cytotoxic. 360,000 tested, 2% active. AID 686971, 2013;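 further: potency means the concentration at half of the fitted maximal effect; 0% = DMSO wells and -100% = cell-free medium wells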
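IDH1KD HT-1080 cells, 750/well, RPMI + 5% FBS; compound pinned after 2 h settling; 48 h, 37 °C; CellTiter-Glo luminescence; % activity normalised to DMSO and no-cell wells; curves fitted, classed by r2 and efficacy.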
ATXN2 expr inh – Primary qHTS for Inhibitors of ATXN expression. AID 1745845, 2022. Potency, µM (highest dose often 57 µM), without a hit: at the top dose activity change, negative = inhibition, most hits filed as inhibitors. 360,000 tested, 0.72% active. HEK-293 ATXN2-luciferase reporter, luminescence, 24 h; further: potency means the concentration at half of the fitted maximal effect; on the % scale 0 is the no-effect control and ±100 the full control effect; nearly all actives have a fitted effect of over 55% in size
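qHTS (up to 57 uM final) was run with 24 h compound exposure of reporter cells at 37 °C. Each well was multiplexed: SteadyGlo luminescence measured ATXN2-luciferase expression after a fluorogenic Gly-Phe-AFC viability readout (25 uM final).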
IL-1B inflam inh – qHTS for Inhibitors of Inflammasome Signaling: IL-1-beta AlphaLISA Primary Screen. THP-1 LPS/ATP IL-1B secretion, AlphaLISA, 16 h; active compounds read low. activity change, % at 57.5 µM. 360,000 tested, 4.7% active. AID 743279, 2014; in the data active means activity change below about -50%; inconclusive means mostly about -30% to -49%; further: on the % scale 0 is the no-effect control and ±100 the full control effect
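Secreted IL-1B measured by AlphaLISA bead assay after 16 h compound exposure of THP-1 cells; compounds (final up to 57.5 uM) added 1 h before LPS (250 ng/mL) and ATP (1.25 mM) stimulation; lower signal means less secretion.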
SW480 rereplic – A quantitative high throughput screen for small molecules that induce DNA re-replication in SW480 colon adenocarcinoma cells; SW480 DNA re-replication, Hoechst DNA content imaging, 48 h; Potency, µM (titrated, usually from 46.1 µM), for the others: at the highest dose re-replication activation, hits mostly activators; 340,000 tested, 1.8% active; AID 624297, 2012; further: potency means the concentration at half of the fitted maximal effect; % of control where 0% means no effect; nearly all actives have a fitted effect of over 55% in size
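Treated cells incubate 48 hr (37 C, 5% CO2), are stained 40 min with Hoechst, and nuclear fluorescence is enumerated; a rise in nuclei with high DNA signal marks re-replication.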
KB-V1 cytotox – qHTS assay for MDR1-selective chemotherapeutics: Primary screen using the drug-selected MDR subline cells KB-V1; KB-V1 MDR cells viability, CellTiter-Glo, 72 h; AID 1347076, 2019; 400,000 tested, 3.4% active; Potency, µM (titrated, usually from 46.1 µM), inactives show at the top dose activity change, negative = cytotoxicity, usual class: cytotoxic; further: potency means the concentration at half of the fitted maximal effect; on the % scale 0 is the no-effect control and ±100 the full control effect; nearly all actives have a fitted effect of over 60% in size
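Compound-treated KB-V1 multidrug-resistant cells, 72 h, 37 degrees C; viability by CellTiter-Glo. Fitted qHTS curves give the values.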
WRN inhibitor – qHTS for Inhibitors of WRN Helicase; WRN helicase unwinding, fluorescent forked duplex, kinetic; Potency, µM (series often up to 114 µM), for the others: at the highest dose activity change, negative = inhibition, actives largely listed as inhibitors; 360,000 tested, 0.46% active; AID 651768, 2012; further: potency means the concentration at half of the fitted maximal effect; on the % scale 0 is the no-effect control and ±100 the full control effect; nearly all actives have a fitted effect of over 55% in size
Target sequence (Q14191 whole entry, looked up): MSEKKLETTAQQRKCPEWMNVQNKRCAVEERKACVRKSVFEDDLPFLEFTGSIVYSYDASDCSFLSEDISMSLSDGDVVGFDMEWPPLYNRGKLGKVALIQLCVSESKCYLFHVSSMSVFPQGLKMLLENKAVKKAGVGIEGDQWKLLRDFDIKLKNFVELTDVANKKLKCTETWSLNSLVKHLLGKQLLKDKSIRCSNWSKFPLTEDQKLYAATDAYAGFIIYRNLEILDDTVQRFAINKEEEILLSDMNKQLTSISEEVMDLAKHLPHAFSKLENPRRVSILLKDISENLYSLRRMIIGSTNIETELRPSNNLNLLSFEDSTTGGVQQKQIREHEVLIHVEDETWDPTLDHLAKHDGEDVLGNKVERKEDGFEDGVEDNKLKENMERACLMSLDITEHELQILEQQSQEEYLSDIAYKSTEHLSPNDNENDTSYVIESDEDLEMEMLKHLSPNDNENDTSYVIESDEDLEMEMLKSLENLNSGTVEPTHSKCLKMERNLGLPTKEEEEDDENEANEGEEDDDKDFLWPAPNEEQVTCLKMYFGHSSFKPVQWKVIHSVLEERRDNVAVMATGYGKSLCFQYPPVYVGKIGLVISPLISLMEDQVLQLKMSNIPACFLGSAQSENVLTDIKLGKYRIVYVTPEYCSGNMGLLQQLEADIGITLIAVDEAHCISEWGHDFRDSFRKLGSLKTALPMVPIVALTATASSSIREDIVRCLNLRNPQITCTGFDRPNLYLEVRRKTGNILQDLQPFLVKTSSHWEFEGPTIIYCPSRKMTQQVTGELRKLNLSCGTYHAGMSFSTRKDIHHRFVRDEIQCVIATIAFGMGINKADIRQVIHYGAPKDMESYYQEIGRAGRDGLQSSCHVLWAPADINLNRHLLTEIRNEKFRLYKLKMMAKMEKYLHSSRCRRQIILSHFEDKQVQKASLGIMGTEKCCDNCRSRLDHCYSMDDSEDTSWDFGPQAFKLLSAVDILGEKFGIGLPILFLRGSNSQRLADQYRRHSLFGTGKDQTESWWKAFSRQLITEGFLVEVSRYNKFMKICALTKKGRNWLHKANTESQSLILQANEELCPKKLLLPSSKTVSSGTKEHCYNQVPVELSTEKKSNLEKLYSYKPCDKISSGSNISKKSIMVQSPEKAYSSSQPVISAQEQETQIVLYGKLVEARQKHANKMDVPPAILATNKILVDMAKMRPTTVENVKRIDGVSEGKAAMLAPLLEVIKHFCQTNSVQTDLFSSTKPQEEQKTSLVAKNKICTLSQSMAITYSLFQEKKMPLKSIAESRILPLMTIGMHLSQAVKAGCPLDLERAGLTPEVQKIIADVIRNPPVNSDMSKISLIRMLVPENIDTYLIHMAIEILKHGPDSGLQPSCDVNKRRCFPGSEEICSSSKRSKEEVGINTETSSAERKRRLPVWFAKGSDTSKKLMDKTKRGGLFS
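Kinetic fluorescence helicase assay: unwinding of a quenched forked DNA duplex (100 nM final) with 2 mM ATP final raises red fluorescence (525/598 nm). Compounds sat 15 min at room temperature with 20 nM WRN beforehand.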
MCF10A rerep – A quantitative high throughput screen for small molecules that induce DNA re-replication in MCF 10a normal breast cells; MCF 10A DNA re-replication, Hoechst nuclear intensity, 48 h; Potency, µM (top dose mostly 46.1 µM), for the others: at the top dose activity, positive = re-replication, usual class: activators; 350,000 tested, 2.9% active; further: potency means the concentration at half of the fitted maximal effect; % of control where 0% means no effect; nearly all actives have a fitted effect of over 50% in size
HT1080NT lethal – qHTS for induction of synthetic lethality in tumor cells producing 2HG: qHTS for the HT-1080-NT fibrosarcoma cell line; HT-1080-NT fibrosarcoma viability, CellTiter-Glo ATP luminescence, 48 h; Potency, µM (top dose mostly 46.1 µM), without a hit: top-dose activity, negative = less viability, usual class: cytotoxic; 360,000 tested, 1.6% active; AID 686970, 2013;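 further: NT is the 2HG producing partner of a matched IDH1 knockdown line; potency means the concentration at half of the fitted maximal effect; 0% = DMSO-treated cells and -100% = media-only wells without cells; nearly all actives have a fitted effect of over 55% in size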
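HT-1080-NT; 750 cells/well; 5% FBS RPMI; 48 h compound, 37 degrees C; CellTiter-Glo luminescence; curve fitting and curve-class assignment.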
KB-3-1 cytotox – qHTS assay for MDR1-selective chemotherapeutics: Primary screen using the parental adenocarcinoma cell KB-3-1. KB-3-1 viability, CellTiter-Glo ATP luminescence, 72 h. Potency, µM (series often up to 46.1 µM), without a hit: at the highest dose activity change, negative = cytotoxic, actives largely listed as cytotoxic. 400,000 tested, 1.4% active; further: potency means the concentration at half of the fitted maximal effect; on the % scale 0 is the no-effect control and ±100 the full control effect; nearly all actives have a fitted effect of over 60% in size
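Cells are dispensed, compounds pinned in, plates held at 37 °C for 72 h, then CellTiter-Glo is added and luminescence read after 10 minutes. Cell line: parental KB-3-1 in phenol-red-free DMEM, 10% FBS.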
Numbers without * were called inactive; ? = inconclusive; · = not tested or not shown; [ ] = remark or other dose. Unless noted, the call rests on the fitted dose curve; in most records, active means well fitted curve in the direction sought with a large enough effect; inconclusive means small, poorly fitted or top-dose-only effect, or another doubt; inactive means no such curve, though single readings can be large; an effect the other way counts as inactive or inconclusive.

SMILES	HT1080 IDH1KD tx	ATXN2 expr inh	IL-1B inflam inh	SW480 rereplic	KB-V1 cytotox	WRN inhibitor	MCF10A rerep	HT1080NT lethal	KB-3-1 cytotox
N#Cc1ccccc1NC(=O)Nc1cccs1	-11%	8%	15	-2%	19%	-4%	-4%	7%	-3%
CC(=O)N1C[C@H]2CON(C)[C@H]2C[C@H]1c1ccc(-c2ccccc2)cc1	-2%	-7%	8	·	0%	-5%	·	-5%	16%
O=C(c1cnccn1)N1CCc2c([nH]c3ccccc23)C1c1cccc(Cl)c1 (stereo unspecified)	-24%	-17%	10	21%	23µM*	-5%	29%	-14%	?
OC[C@@H]1CN(Cc2ccccc2)C[C@H](n2cnc3c(Nc4ccccc4)ncnc32)O1	13%	4%	-13	·	-3%	-1%	·	-12%	0%
CC1(C)Cc2[nH]c(=S)c(C#N)cc2CO1	13%	2%	27	-6%	19%	-23%	?	2%	-7%
O=C(c1ccccc1)c1ccc(C(=O)N2CCN(c3ccc(F)cc3)CC2)o1	-24%	-18%	-23	-3%	?	-5%	3%	-21%	-11%
O=C(N/C(=C/c1cccc([N+](=O)[O-])c1)C(=O)N1CCCC1)c1ccccc1	4%	-2%	7	-27%	-11%	3%	3%	-1%	3%
CON(C)C(=O)CCC1CCCN1C(=O)OC(C)(C)C (stereo unspecified)	0%	-1%	-6	-2%	0%	-2%	-3%	6%	0%
O=C(O)c1ccccc1-c1ccccc1C(=O)Nc1ccc2c(c1)[nH]c(=O)c1ccccc12	-23%	6%	15	-5%	-5%	-33%	?	-11%	7%
CCN(CC(=O)Nc1ccc(NC(C)=O)cc1)C(=O)/C=C/c1ccc(S(=O)(=O)N2CCCCCC2)cc1	?	3%	-5	3%	·	-13%	15%	-15%	·
O=C(Nc1nc(-c2ccc([N+](=O)[O-])cc2)cs1)c1c(F)cccc1F	-12%	·	-6	?	-7%	2%	-1%	-7%	4%
CC1CCCC(NC(=O)COC(=O)COc2ccc(Cl)cc2)C1C (stereo unspecified)	11%	-7%	9	1%	-1%	1%	3%	7%	2%
Cc1cc([N+](=O)[O-])cc(C)c1OCC(=O)N/N=C/c1ccc(OC(=O)c2ccccc2)cc1	-29%	2%	0	7%	-24%	2%	-75%[inhibitor]	0%	27%
COC(=O)CC(=O)N1CCN(c2ccc(Cl)c(Cl)c2)CC1	6%	-23%	-6	0%	0%	8%	-2%	2%	2%
COC(=O)c1cc(NC(=O)C23CCC(C)(C(=O)O2)C3(C)C)cc(C(=O)OC)c1 (stereo unspecified)	-1%	7%	5	8%	10%	-5%[57.1 µM]	8%	4%	9%
Cc1cccc2cc(/C=N/NC(=O)c3ccncc3)c(Cl)nc12	3%	-2%	0	-32%	7%	9%	-1%	8%	3%
CCN(C[C@H]1N[C@@](Cc2ccccc2)(C(=O)OC)[C@H]2C(=O)N(Cc3ccccc3)C(=O)[C@@H]12)S(=O)(=O)c1ccc(F)cc1	5%	2%	-16	-41%[inhibitor]	0%	-13%	-17%	9%	0%
Cc1cc(C)c2cc(CN(Cc3ccco3)C(=O)NCc3ccccc3)c(=O)[nH]c2c1	-19%	-7%	-58*	?	0%	-16%	?	-17%	?
O=S(=O)(c1ccc(F)cc1)N1CCN(S(=O)(=O)c2ccc3c(c2)OCCO3)CC1	·	5%	·	25%	3%	·	-3%	·	26%
COc1cccc(C(O)c2ncc(-c3ccccc3Cl)[nH]2)c1 (stereo unspecified)	-4%	36%[activator]	-17	·	3%	-1%	·	0%	0%
Clc1ccc(-c2nnc3n2-c2ccccc2SC3)cc1	-7%	-34%	9	?	-3%	-3%	3%	-4%	0%
O=[N+]([O-])c1ccc(Nc2ccc(F)cc2)nc1	2%	-3%	-11	0%	?	?	-2%	7%	4%
N#CCCCN1C(=O)C(=C(C#N)C#N)c2ccccc21	-2%	2%	-3	-15%	-16%	-20%	?	-7%	-8%
Cc1ccc(S(=O)(=O)N2CCC(C(=O)N3CCN(c4ccccn4)CC3)CC2)cc1C	-12%	·	-7	·	?	-11%	·	-14%	0%
COC(=O)c1ccc(CO/N=C2\CCCc3nonc32)cc1	9%	?	11	1%	-7%	3%	1%	20%	1%
CC1(C)CC(=O)C(C(O)c2cccc([N+](=O)[O-])c2)C(C)(C)N1 (stereo unspecified)	1%	·	15	1%	16%	-6%	2%	7%	5%
O=C(O)CCc1ccc(-c2cccs2)n1NC(=O)c1ccc(Cl)cc1Cl	-15%	5%	0	-3%	?	?	-5%	-3%[9.24 µM]	-6%
COc1cc(C(=O)NNC(=O)c2ccc(F)cc2)ccc1OCC(=O)N1CCOCC1	-3%	·	30	-5%	-2%	-6%	-2%	-4%	-1%
Cn1c(=O)n(C)c2cc(S(=O)(=O)Nc3cc(Cl)ccc3O)ccc21	-14%	11%	0	?	?	-8%	?	-19%	-3%
Cc1noc(C)c1C(=O)OCC(=O)NC1CCCCC1C (stereo unspecified)	1%	-10%	-3	-5%	-22%	-17%	-1%	-7%	18%
COc1cccc(C(=O)NC2CCCc3ccccc32)c1 (stereo unspecified)	0%	9%	22	-25%	-8%	-26%	?	-4%	-6%
CCOc1ccccc1C=NNC(=O)CCCCC(=O)NN=Cc1ccccc1OCC	8%	?	11	10%	·	-21%	16%	-4%	·
C=CCNCCCOc1ccc(C(C)(C)c2ccccc2)cc1	-7%	-6%	-89*	?	-24%	?	10%	-6%	?
CN(Cc1ccccc1)C(=O)COC(=O)/C=C/c1ccc2c(c1)OCO2	-2%	6%	-60*	-5%	-25%	-6%	3%	-17%	-3%
O=C(COc1ccccc1)Nc1ccc(-c2nnc(-c3ccco3)o2)cc1	12µM*	73%[activator]	29	3%	-1%	-5%	-5%	9.2µM*	6%
COCCOC(=O)c1[nH]c2c(c1C)C(=O)CC(c1cc(OC)c(OC)c(OC)c1)C2 (stereo unspecified)	-11%	-24%	-21	3%	-8%	-1%	17%	-19%	-14%

Some entries already given, limited to KB-V1 cytotox, HT1080NT lethal and IL-1B inflam inh:
Molecule	KB-V1 cytotox	HT1080NT lethal	IL-1B inflam inh
O=C(Nc1nc(-c2ccc([N+](=O)[O-])cc2)cs1)c1c(F)cccc1F	-7%	-7%	-6
CC1CCCC(NC(=O)COC(=O)COc2ccc(Cl)cc2)C1C (stereo unspecified)	-1%	7%	9

More structures
SMILES	HT1080 IDH1KD tx	ATXN2 expr inh	IL-1B inflam inh	SW480 rereplic	KB-V1 cytotox	WRN inhibitor	MCF10A rerep	HT1080NT lethal	KB-3-1 cytotox
CCCCCCCCN1C(=O)[C@H](CC(=O)NCC2CCCCC2)C[C@@]2(C(=O)OC)CCCCC=C12	-22%	0%	0	·	-14%	-2%	·	-4%	?
O=C1CC(NS(=O)(=O)c2cccnc2)CN1c1ccccc1 (stereo unspecified)	2%	1%	1	-3%	?	-12%	-25%	8%	2%
COc1ccc(N2CCN(C(c3ccccc3OC)c3nnnn3Cc3ccco3)CC2)cc1 (stereo unspecified)	-1%	4%	?	24%	-13%	-11%[57.1 µM]	29%	-2%	-9%
COc1ccccc1N1CC(C(=O)OCc2nc(N)nc(Nc3ccccc3)n2)CC1=O (stereo unspecified)	11%	·	-2	-8%	0%	4%	0%	-2%	-1%
CC(C)(C)NC(=O)COc1ccc2oc3c(c2c1)CCCC3	-12%	5%	-10	-9%	-33%	2%	5%	-4%	-4%
C#CCOCCOCCOCCNc1nc(N2CCN(C(=O)CCCCCCCCCCNC(=O)[C@H](CO)n3cc(CCCSC)nn3)CC2)nc(N2CCN(C(=O)CCCCCCCCCCNC(=O)[C@H](CCCCN)n3cc(CCO)nn3)CC2)n1	-17%	-18%	-61*	?	?	?	?	-10%	-9%
O=C(CN(Cc1ccc(Br)cc1)S(=O)(=O)c1ccccc1)NCc1ccccn1	3%	-2%	-14	4%	·	-34%	2%	-1%	·
Cn1c(Cc2cccc3ccccc23)nnc1SCc1ccc([N+](=O)[O-])cc1	-19%	5%	-21	11%	-22%	1%	-2%	-22%	0%
Brc1cc(/C=N/n2cnnc2)oc1Br	-3%	·	1	19%	-13%	4%	2%	0%	2%
O=C(/C=C/c1ccc(Cl)cc1)NCCc1ccccc1	7%	26%	?	-3%	-6%	-31%[57.1 µM]	5%	-3%	3%
C[C@H](CO)N1C[C@H](C)[C@@H](CN(C)C(=O)Nc2ccccc2)Oc2ccc(NC(=O)Cc3ccccc3)cc2C1=O	8%	9%	28	-24%	0%	-1%	-58%[inhibitor]	5%	14%
CCOc1ccc(-c2noc(=O)[nH]2)cc1	4%	2%	10	-2%	22%	12%	2%	7%	-12%
O=C(N/N=C/c1ccc(Cl)cc1)C1CC12CCC2 (stereo unspecified)	-5%	20%	-2	1%	-16%	-1%	?	-1%	16%
CCN(CC)S(=O)(=O)c1ccc(OC)c(NC(=O)C(C)Oc2ccc3c(C)cc(=O)oc3c2)c1 (stereo unspecified)	-17%	-9%	3	0%	?	6%	2%	-9%	4%
O=C(NCc1ccc2c(c1)OCO2)C1(S(=O)(=O)c2ccccc2)CC1	1%	-5%	15	0%	0%	-6%	0%	-1%	-3%
CN1C(=O)[C@H]2[C@@H](c3ccc(F)cc3)N3C(=O)c4ccccc4NC(=O)[C@@]3(C)[C@H]2C1=O	-2%	-2%	13	0%	-5%	11%	-21%	-2%	4%

Compound activity deposited in PubChem by National Center for Advancing Translational Sciences (NCATS).
